PERK inh: inhibitors of human PERK kinase | Q9NZJ5 | CHO PERK-DD fusion, SEAP luminescence translation reporter | inhibition, % at 5.6 µM | actives 0.17% (n = 220,000) | AID 1416;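 active = inhibition above the mean inhibition of all tested compounds plus 3 SD, set separately per screening campaign, cut at about 2.9% in these data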;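 also: PERK kinase domain activated by AP20187 dimerizer at 100 nM; 0% = DMSO with dimerizer and 100% = rapamycin at 8.4 µM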
eIF4E-4G inh: eIF4E/eIF4G interaction inhibition in translation initiation. P63073+Q04637. TR-FRET eIF4E-eIF4GI(517-606) binding, 2 h. inhibition, % at 21.7 µM. actives 0.37% (n = 220,000). AID 782;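 active = inhibition above about 30%, limit read from the data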;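 also: 0% = full FRET control wells and 100% = background wells lacking eIF4GI fragment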
MDM2 E3 inh: inhibitors of human Mdm2 E3 ubiquitin ligase | Q00987 | cell-based MDM2 ubiquitination luciferase reporter, 2 h; 0 = plate control, 100 = twice control, blank-subtracted | signal enhancement, % at 5 µM | actives 0.11% (n = 210,000) | AID 1230;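 active = signal enhancement of 30% or more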;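 also: luminescence tracks abundance of the self-degrading MDM2-luciferase fusion protein; higher signal means inhibition of MDM2 E3 ligase activity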
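Assay system: stable mammalian line carrying autodegrading MDM2–luciferase fusion reporter; Input: 2000 cells in each well; Compound dosing: single-point 5 µM; Schedule: 2 h compound exposure at 37 °C; Signal: SteadyLite luciferase luminescence after 15 min room-temperature reagent incubation; Evaluation: % luminescence enhancement versus blank-corrected plate control mean; Benchmarks: plate controls and plate blanks.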
S1P4 antag: human S1P4 receptor antagonism; O95977; S1P4-expressing cells, antagonist mode, reporter read-out; actives 0.26% (n = 220,000); inhibition, % at 4.98 µM; in the data active = inhibition above about 29%;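 also: 0% = wells stimulated with agonist and 100% = vehicle wells without agonist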
Target sequence (O95977 whole entry, looked up): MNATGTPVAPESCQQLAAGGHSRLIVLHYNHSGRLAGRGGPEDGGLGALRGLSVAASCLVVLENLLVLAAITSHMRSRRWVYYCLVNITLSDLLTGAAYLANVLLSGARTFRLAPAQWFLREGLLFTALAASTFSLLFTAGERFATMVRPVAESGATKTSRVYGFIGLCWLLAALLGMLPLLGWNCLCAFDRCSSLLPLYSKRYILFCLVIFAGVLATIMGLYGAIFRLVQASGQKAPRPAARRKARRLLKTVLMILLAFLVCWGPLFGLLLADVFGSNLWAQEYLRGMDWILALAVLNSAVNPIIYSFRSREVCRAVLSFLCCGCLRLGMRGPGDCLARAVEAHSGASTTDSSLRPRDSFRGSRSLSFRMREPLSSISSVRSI
S1P4 agonist: human S1P4 receptor agonism; O95977; S1P4-expressing cell line, agonist reporter assay; activation, % at 4.98 µM; actives 0.35% (n = 220,000); AID 1509; in the data active = activation above about 11%;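 also: 0% = DMSO vehicle and 100% = reference agonist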
BaF3 tox: reduces parental Ba/F3 cell viability, JAK2V617F counter-screen | CellTiter-Glo ATP luminescence | inhibition, % at 5.6 µM | actives 1.1% (n = 220,000) | AID 1486;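 active = inhibition above a per-campaign cutoff, the mean inhibition of all tested compounds plus 3 SD, cut at about 27% in these data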;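 also: 0% = DMSO wells and 100% = JAK Inhibitor I control wells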
Wee1 stabilizer: blocks degradation of human Wee1 kinase | P30291 | HeLa Luc-Wee1K328M stability, luciferase luminescence; 100% = proteasome inhibitor MG132 effect | reporter increase, % at 5 µM | actives 1.2% (n = 220,000) | AID 1321;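 active = activation above the mean of all tested compounds plus 3 SD, set per screening run, cut at about 8.8% in these data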;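 also: cells exposed to compound for 20 h before luminescence read; 0% = DMSO alone and 100% = MG132 at 30 µM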
Target sequence (P30291 whole entry K328M): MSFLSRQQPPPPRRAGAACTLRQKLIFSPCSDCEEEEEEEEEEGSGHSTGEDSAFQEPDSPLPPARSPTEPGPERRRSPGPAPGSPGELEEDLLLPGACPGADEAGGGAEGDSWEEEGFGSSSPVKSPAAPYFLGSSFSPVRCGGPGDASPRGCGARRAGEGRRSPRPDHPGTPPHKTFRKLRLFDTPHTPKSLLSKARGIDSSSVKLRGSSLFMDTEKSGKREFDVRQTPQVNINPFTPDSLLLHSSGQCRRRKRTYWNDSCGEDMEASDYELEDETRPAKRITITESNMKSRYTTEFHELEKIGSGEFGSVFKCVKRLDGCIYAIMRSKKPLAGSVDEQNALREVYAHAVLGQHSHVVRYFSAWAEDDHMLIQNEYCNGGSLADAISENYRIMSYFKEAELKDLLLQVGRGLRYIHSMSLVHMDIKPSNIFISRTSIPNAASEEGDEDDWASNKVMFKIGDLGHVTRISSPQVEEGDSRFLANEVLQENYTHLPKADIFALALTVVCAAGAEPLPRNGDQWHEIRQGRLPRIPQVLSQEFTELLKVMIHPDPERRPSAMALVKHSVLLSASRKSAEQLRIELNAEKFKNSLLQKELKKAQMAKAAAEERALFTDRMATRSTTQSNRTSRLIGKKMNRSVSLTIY
NPY-Y2 PAM-ag: human NPY-Y2 potentiation or agonism, primary screen; cells expressing NPY-Y2, potentiator/agonist read-out; actives 0.45% (n = 220,000); activation, % at 3.6 µM; in the data active = activation above about 27%;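 also: cells stimulated with NPY near EC25 plus isoproterenol at EC100; 0% = vehicle plus submaximal agonist and 100% = vehicle plus saturating agonist; some results beyond the cut were filed as inactive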
Ba/F3 V617F tox: lowers viability of Ba/F3 cells expressing EpoR and JAK2V617F | ATP luminescence | inhibition, % at 5.6 µM | actives 1.1% (n = 220,000) | AID 1446;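 active = inhibition above the campaign mean plus 3 SD over all tested compounds, cut at about 24% in these data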;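 also: cytokine-independent growth of Ba/F3 cells driven by EpoR plus mutant JAK2; 0% = DMSO-treated cells and 100% = JAK inhibitor I control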
Starred values were filed as active, the others as inactive; nt = no result given; [ ] = another dose, or the depositor's remark.

smiles	eIF4E-4G inh	BaF3 tox	Wee1 stabilizer	S1P4 antag	MDM2 E3 inh	S1P4 agonist	Ba/F3 V617F tox	NPY-Y2 PAM-ag	PERK inh
O=c1c2ccccc2c(C=Nc2ccc(S(=O)(=O)N3CCCCC3)cc2)c(O)n1-c1ccc(Cl)cn1	2[fluorescence artefact?]	1	1	0	-1	2.0	-4	8	0.3
O=C1/C(=C/c2ccncc2)CCC/C1=C\c1ccncc1	5	-14	6	83*	12	-0.8	22	-7	0.1
COC(=O)c1cccc(NC(N)=S)c1	1	7	0	-5	-6	2.7	6	-7	0.7
Cc1cc(C)c(OCC(O)CN2CCN(c3ccccn3)CC2)c(C)c1 (stereo not drawn)	-7	5	-2	-20	-16	4.7	1	-26	0.8
COc1ccc(CCNC2CC(C)N(C)CC2C)cc1OC (stereo not drawn)	3	7	-1	5	-11	1.6	3	-8	-0.5
O=C(c1ccco1)N1CCN(C(=O)c2oc(=O)c3ccccc3c2-c2ccccc2)CC1	-1	3	-2	-16	-5	3.9	-1	4	0.0
O=c1cc2c(nn1Cc1ccccc1)-c1ccccc1CC2	4	12	3	-4	-2	-0.7	4	-22	-0.2
O=c1[nH]c(=O)n(Cc2ccco2)c2c1C(C(F)(F)F)(C(F)(F)F)N=C(c1ccco1)N2	7	2	-1	-14	7	1.9	1	-1	-0.1
Cc1ccc(-c2n[nH]c(=O)c3ccccc23)cc1S(=O)(=O)NC(C)(C)C	-4	12	2	-3	-8	1.6	4	-27	0.7
C=CCN(C)CC/C=C1\c2ccccc2CSc2ccccc21	5	3	-2	1	-4	2.6	-3	-1	-0.4
Cc1cc(NC(=O)Cn2cnc3c(cnn3C(C)(C)C)c2=O)no1	2	4	7	1	0	0.3	-1	6	0.7
Nc1nc(SCc2ccccc2)ns1	-1	1	1	-3	2	0.2	-1	17	0.3
Nc1cc2nsnc2cc1Br	13[fluorescence artefact?]	9	-2	-9	-8	-2.0	4	-18	1.4
CCOc1ccccc1CN1CCN(CCCn2cccn2)CC1CCO (stereo not drawn)	-4	9	2	-6	-16	-0.6	1	-4	0.0
COc1ccc(NC(=O)C(c2ccc(OC)cc2)N(C)C(=O)CNC(C)=O)cc1 (stereo not drawn)	5[fluorescence artefact?]	3	0	-12	-4	2.6	0	-13	2.9
FC(F)(F)c1cccc(Cc2noc(CN3CCCCC3c3ccccn3)n2)c1 (stereo not drawn)	-4	4	-1	-6	-1	-2.1	-3	-1	-0.1
O=C(NCCCN1CCC(Cc2ccccc2)CC1)C1CCN(S(=O)(=O)N2CCC3(CC2)OCCO3)CC1	-7	2	8	-29	-15	0.6	2	-1	0.7
O=S(=O)(Cc1ccccc1Cl)N1CCN(Cc2ccc3c(c2)OCO3)CC1	-1	7	0	-14	-11	0.2	-1	-19	0.0
CC(=O)c1c(C)[nH]c(C(=O)COC(=O)c2ccc3c(=O)n4c(nc3c2)CCC4)c1C	0	3	2	4	-8	1.4	-3	11	0.6
O=S(=O)(/N=C(/Nc1ccc(F)c(F)c1F)c1ccccc1)c1ccccc1	-5	0	2	-3	10	-0.5	-5	14	1.2
CC(=O)c1c(C)[nH]c(C(=O)COc2cc(C)cc(C)c2)c1C	-4	7	-3	-4	-22	-1.2	-1	2	0.7
Cc1cc(NC(=O)c2ccccc2)sc1C	5	3	6	-11	9	-0.7	1	-8	-0.3
CCC(=O)Nc1cccc(NC(=O)CN2CCN(c3ccccc3OC)CC2)c1	-9	5	1	-13	-16	1.2	-2	15	0.1
CN1CCN(C(=O)/C=C/c2ccc(Cl)cc2)CC1	1	6	-2	-4	-19	-1.0	0	2	2.1
COc1ccc(NC(=O)COC(=O)/C=C/c2ccccc2[N+](=O)[O-])cc1OC	1	3	8	1	nt	2.3	-2	2	0.9
Cc1nc2ccccc2c(=O)n1/N=C/c1cn(-c2ccccc2)nc1-c1cccs1	-22[fluorescence artefact?]	4	3	-8	-16	3.0	-1	-13	0.4
O=C1NC(=O)C2(COC(c3cccnc3)OC2)S1 (stereo not drawn)	10[fluorescence artefact?]	2	-2	-12	3	2.1	-3	8	0.5
Cc1nnc(SC(C)C(=O)N2CCc3ccccc32)s1 (stereo not drawn)	1	1	-2	1	-11	-0.5	-1	-10	-1.2
O=c1[nH]c2cccc(Cl)c2n(CCNc2ncc(C(F)(F)F)cc2Cl)c1=O	4	2	-3	-4	-25	-2.1	2	-6	-0.5
Cc1ccc(N/N=C(\C#N)C(N)=S)c(C)c1	3[fluorescence artefact?]	-1	-2	-1	-4	20*	-2	-4	0.1
COc1ccc(NC(=O)Nc2ccc(F)c(Cl)c2)cc1	-2	9	-1	2	17	0.7	-4	-13	0.4
Cc1cc(C(=O)COc2ncnc3sccc23)c(C)n1C	-15[fluorescence artefact?]	3	0	-5	-18	0.0	1	-4	0.6
Cc1ccccc1NC(=O)Cc1nnc(N)s1	-2	-1	-1	13	-6	-0.2	-2	-12	1.4
O=C(CSc1nnc(CCCN2C(=O)c3cccc4cccc(c34)C2=O)n1-c1ccccc1)N1CCN(CCO)CC1	14	5	2	-8	4	0.4	3	-5	0.8
Cc1sc(NC(=O)c2ccco2)c(C(c2ccccc2)N2CCC(C)CC2)c1C (stereo not drawn)	-2	4	-3	-4	0	0.8	-3	2	-0.1
Cn1nc([N+](=O)[O-])c2c(-c3nc4ccccc4s3)c(N)n(C3CCCCC3)c2c1=O	-1	0	-3	-24	-9	-1.7	-1	-7	-0.6
CC(C)NC(=O)/C(C#N)=C\c1ccc(N(C)C)c(Br)c1	-1	0	1	-8	-4	1.1	-1	5	-0.1
Cc1ccccc1N1CCN(c2ccc(NC(=O)C3CCCCC3C(=O)O)cc2)CC1 (stereo not drawn)	7[fluorescence artefact?]	8	-3	-17	2	1.6	2	-3	0.3
CC12CCC(C(=O)n3c1nc1ccccc13)C2(C)C (stereo not drawn)	-5[fluorescence artefact?]	0	0	-30	-1	0.0	0	8	-0.4
Cn1nc(C(F)(F)F)c(CNC(=O)C(C)(C)CCl)c1N1CCOCC1	1	1	0	-17	-8	1.4	2	-5	-0.1
Cc1cccc(CSc2nc3c(c(=O)[nH]2)CCC3)c1	2	0	-1	3	-10	0.8	4	-10	0.7
CCN1C(=O)S/C(=C/c2ccc(Oc3ccc([N+](=O)[O-])cn3)c(OC)c2)C1=O	1	4	0	-10	-24	2.2	0	2	1.6
COC(=O)C1=C(C)N(c2ccc(Cl)cc2)/C(=C/c2ccc(O)cc2)C1=O	4	-2	1	-7	-5	0.1	0	1	0.5
COc1ccc(NCc2nnc(SCc3ccc(Cl)cc3)n2-c2ccccc2)cc1	2	7	0	9	-5	2.5	-1	-3	-0.8
CCc1nnc(NC(=O)CSc2ncc(-c3ccccc3)[nH]2)s1	-12	3	5	-28	-11	-0.6	1	8	0.3
CC(C)=CCC1=C(OCC(=O)O)C(=O)c2ccccc2C1=O	-5	0	8	-8	nt	1.4	0	-40	0.8
CC(C(=O)Nc1sc2c(c1C(=O)NCC1CCCO1)CCC2)N1C(=O)c2ccccc2C1=O (stereo not drawn)	-5	-1	4	-5	-7	-0.1	-1	28	0.2
COc1ccc(C2SCCN2C(=O)c2ccc([N+](=O)[O-])cc2)cc1 (stereo not drawn)	1	2	-2	-15	-9	2.8	-2	-4	-0.4
CCn1nc(C)c(CNC(=O)Nc2ccccc2C(=O)OC)c1C	0	2	1	5	-9	0.8	0	7	-0.4
O=C(CSc1nc2ccccc2s1)Nc1ccc2c(c1)oc1ccccc12	12	4	-1	-12	17	1.6	-1	-6	0.6
Cc1cc(NC(=O)CSc2cc(Cl)ccc2Cl)n(-c2ccccc2)n1	-3	7	0	-7	6	-3.0	2	2	-0.2
OCC1(Cc2ccc(Cl)cc2)CCN(CCCc2ccccc2)CC1	-1	6	-3	-3	-8	-0.9	0	-2	0.7
COc1ccc(-c2noc(CN(C)C(=O)Nc3ccccc3)n2)cc1	-6	3	-1	-9	-9	0.1	0	9	0.1
Cc1cc(NC(=O)CCOc2ccc(F)cc2)no1	2	1	5	5	-1	0.1	-1	-2	2.0
Cc1ccccc1C(=O)N1CCN(c2ccccn2)CC1	3	3	-1	-6	-3	-1.1	-1	0	1.2
Cc1cc(=O)n(CCO)c(O)c1C#N	-5	3	-1	-20	-1	3.6	2	5	0.7

The listing continues:
smiles	eIF4E-4G inh	BaF3 tox	Wee1 stabilizer	S1P4 antag	MDM2 E3 inh	S1P4 agonist	Ba/F3 V617F tox	NPY-Y2 PAM-ag	PERK inh
Cc1ccc2nc(N/C(=N/S(=O)(=O)c3ccc(F)cc3)c3ccccc3)sc2c1	-2	5	-2	-3	-17	1.8	-3	2	0.0
CCCCN=Cc1sc2ccc(OCC)cc2c1O	5	4	0	0	-7	-2.3	1	-12	-0.5
COc1cc(/C=N/NC(=O)c2cccc(S(=O)(=O)N3CCOCC3)c2)cc(OC)c1O	13	2	-1	0	-3	-0.2	2	7	1.1
CN1CCN(c2ccccc2NC(=O)c2cc3c(s2)-c2ccccc2OC3)CC1	0	2	-2	-3	-12	-0.1	-1	-4	-2.5
CS(=O)(=O)c1ccc(Cl)c(NC(=O)Cc2c(Cl)cccc2Cl)c1	7	4	1	11	-2	0.7	0	-4	0.2
Cc1n[nH]c(=S)n1-c1ccc(Cl)cc1	0	6	0	-16	3	-0.8	-2	-11	1.6
CCOC(=O)C1=C(O)C(=O)N(Cc2cccnc2)C1c1ccc(OC)cc1 (stereo not drawn)	-2	2	-1	-3	7	0.0	-3	5	0.1
O=C(CCc1nc(-c2ccc(Cl)cc2)no1)NCC1CCCO1 (stereo not drawn)	3	-2	-2	-15	-4	-1.5	-3	13	-0.4
COc1ccc(N2CCN(S(=O)(=O)c3cccc4cccnc34)CC2)cc1	3	0	-1	-35	-16	2.6	-5	3	0.3
O=C(CSc1ncnc2c1oc1ccccc12)Nc1nc2ccccc2s1	3	4	0	11	-11	-0.3	-3	7	1.3
S=c1nc(-c2ccccc2)n(CCCn2ccnc2)c2c1CCCC2	3[fluorescence artefact?]	5	-2	-1	-10	-0.2	-3	20	1.1
Cc1ccc(-c2nnn(CC(=O)Nc3cccc4c3CCCC4)n2)o1	2	0	-2	-7	-7	-2.1	-1	3	-0.3
Cc1ccc(-n2c(Cc3cccn3C)nnc2SCC(=O)NC2CCCCC2)cc1	-2	1	-1	4	-13	0.5	-2	8	0.1
Nc1c(C(=O)c2ccc(Cl)cc2)sc2nc3c(cc12)CCC3	9	2	3	-1	19	0.1	1	2	-0.3
CC1(C)Cc2c(C#N)c(N3CCCC3)nc(-c3ccco3)c2CO1	2	6	0	-26	-19	0.6	-4	13	1.1
CCNC(=O)C(Cc1ccccc1)NC(=O)OCc1ccccc1 (stereo not drawn)	-2	-1	-2	3	-12	0.1	2	0	-1.2
Cc1[nH]c2ccccc2c1/C=C/c1cc[n+](C)cc1	-8[fluorescence artefact?]	77*	-2	14	-21	-0.8	85*	3	1.3

Compounds were not picked by outcome (roughly 4.1% active in at least one column).
